NFkB transloc inh: blocks IL-1B driven NFkB nuclear translocation in HUVEC cells; HUVEC IL-1B NFkB p65 nuclear translocation imaging; inhibition, % at 2 µM; hit rate 0.43% among 94,000; AID 796;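 active means inhibition above about 30% together with a positive call from visual inspection of the well image, limit read from the data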;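 further: nuclear over cytoplasmic p65 intensity ratio measured by imaging; 0% = IL-1B stimulated DMSO wells and 100% = unstimulated DMSO wells; values of inactives mirror those of a sister screen read the other way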
PLAP inhibition: inhibition of human placental alkaline phosphatase – biochemical, luminescence, HTS (AID 690) | purified PLAP, luminescent substrate; higher % means a stronger effect | inhibition, % at 20 µM; hits with a dose series show IC50 in µM | hit rate 0.08% among 96,000; in the data active means a potency from the dose series; inactive means the rest, 99 in 100 with inhibition below about 30%; further: strong numbers were not always called active
IL1B NFkB pot: enhances IL-1B driven NFkB nuclear translocation. hit rate 0.3% among 94,000. HUVEC IL-1B NFkB p65 nuclear translocation imaging. activation, % at 2 µM. AID 819;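 active means activation above 40%, about the mean plus 3 SD, also judged a hit on visual image review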;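 further: percent activation is computed from the nuclear over cytoplasmic p65 intensity ratio; values of inactives mirror those of a sister screen read the other way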
MRP reversal: compounds reversing MRP-mediated drug resistance; H69AR cells + 2 uM doxorubicin, CellTiter-Glo, 72 h; differential viability (reversal), % at 10 µM; hit rate 0.04% among 85,000;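 active means viability drop by adding the cancer drug above about 55%, with treated viability meeting a 40% cutoff, limit read from the data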;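 further: viability without doxorubicin minus viability with 2 µM doxorubicin for each compound; larger differential means the compound sensitizes cells more to doxorubicin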
Bcl-B displacement: displacers of TR3 peptide from Bcl-B, primary screen, selectivity assay for Bfl-1 inhibitor project, biochemical, fluorescence polarization; one-dose displacement, % at 20 µM; IC50 in µM for titrated hits; hit rate 0.11% among 96,000; FP displacement of FITC-TR3 peptide from Bcl-B; higher % means a stronger effect;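 active means displacement above 50% at 20 µM plus a fluorescence interference ratio under 1.5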;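 further: plate controls were wells without compound for no effect and wells lacking Bcl-B protein for full effect; a part of the inactive calls stands beside numbers as strong as those of hits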
MRP reversal cytotoxicity: also measured in MRP reversal; calls as there; viability, %; H69AR cells, CellTiter-Glo, 72 h; measured here: cytotoxicity without doxorubicin
MRP reversal with doxorubicin: also measured in MRP reversal; calls as there; viability, %; measured here: viability with 2 uM doxorubicin; hits give low values
NFkB transloc inh cell count 2 µM: also measured in NFkB transloc inh; calls as there; cell count; measured here: cells passing quality filter;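 raw number of nuclei counted in each imaged well without normalization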
IL1B NFkB pot cell count 2 µM: second read-out of IL1B NFkB pot, no call of its own (marks repeat the call); cell count; measured here: cells passing quality filter
Starred values were filed as active, the others as inactive; · = not tested or not shown. Not all compounds are listed; count on the stated rates, not on these rows.

SMILES	NFkB transloc inh	NFkB transloc inh cell count 2 µM	PLAP inhibition	IL1B NFkB pot	IL1B NFkB pot cell count 2 µM	MRP reversal	MRP reversal cytotoxicity	MRP reversal with doxorubicin	Bcl-B displacement
O=C(COC(=O)c1ccccn1)NCc1ccccc1	·	·	-20%	·	·	·	·	·	1%
Clc1ccc(OCc2nc(-c3ccc(Br)o3)no2)cc1	-12	154	16%	12	154	-6	88	94	3%
CC1(C)CC(=O)C/C(=N/NC(=O)CCCOc2ccc(Cl)cc2Cl)C1	3	151	0%	-3	151	·	·	·	-1%
COc1ccc(Cc2nnc(SCC(=O)N3CCN(c4ccccc4)CC3)o2)cc1	-2	105	-3%	1	105	-2	85	86	-8%
CC1(C)Cc2c(C#N)c(OCC(=O)c3ccc(Cl)cc3)nc(-c3ccoc3)c2CO1	-5	171	14%	5	171	10	50	40	-8%
Cc1ccc(C)c(NC2=NCC(=O)N2c2ccc3c(c2)OCCO3)c1	2	162	·	-2	162	15	100	85	·
COCCn1c(SCc2nc3ccccc3s2)nc2ccccc21	-8	156	-43%	8	156	-2	83	85	-16%
Cc1ccc(-n2c(=O)cc(N3CC(C)CC(C)C3)[nH]c2=O)cc1 (stereo unspecified)	-22	171	14%	22	171	-9	90	99	-8%
Cc1ccc(NC(=O)c2ccc(N/N=C/c3cccc(O)c3)c([N+](=O)[O-])c2)cc1	5	132	24%	-5	132	·	·	·	-9%
Cc1c(NC(=O)c2ccccc2F)c(=O)n(-c2ccccc2)n1C	8	155	0%	-8	155	-17	92	109	15%
Cc1csc(NC(=O)CCSCCc2ccccn2)n1	8	167	18%	-8	167	-11	91	102	13%
C1=C(CCNC2=NCCCCC2)CCCC1	-4	62	11%	4	62	-11	93	103	7%
CCN(CC)C(=O)c1cn(C)c2ccc(S(=O)(=O)N(CC)CC)cc2c1=O	·	·	-19%	·	·	6	107	101	3%
O=C(c1cnn2cccnc12)N1CCN(c2ccccc2)CC1	-18	110	14%	18	110	8	105	97	-6%
O=C(Cn1nc(Cl)nc1Cl)c1cc2ccccc2oc1=O	-3	114	-45%	3	114	-5	32	36	9%
COc1ccc(CNn2c(-c3cccc(C)c3)nc3ccccc3c2=O)cc1OC	-17	64	7%	17	64	15	86	71	-6%
Cc1nn(-c2ccccc2)c(Cl)c1C(=O)N1CCN(c2ncnc3c2cnn3-c2ccccc2)CC1	11	206	-8%	-11	206	9	34	25	-4%
CCC(C(=O)NC(C)(C)C)N(C(=O)Cn1nnc(-c2cccs2)n1)c1cnc2ccccc2c1 (stereo unspecified)	-28	152	-45%	28	152	0	88	88	-13%
O=S(=O)(c1ccccc1)c1cnc(-c2cccnc2)nc1-c1ccc(Cl)c(Cl)c1	-3	107	11%	3	107	·	·	·	3%
CC1CCCC(C)N1CC(C)(C)NS(=O)(=O)c1ccc(Cl)cc1 (stereo unspecified)	1	143	43%	-1	143	·	·	·	6%
c1ccc(C2(CNc3ccccn3)CCCC2)cc1	-3	202	16%	3	202	16	97	81	16%
CCC(=O)Nc1cccc(NC(=O)c2cccc([N+](=O)[O-])c2)c1	-4	161	17%	4	161	·	·	·	-5%
COc1ccc(-c2nnc(SC(C)C(=O)Nc3ccc4c(c3)OCCO4)o2)cc1 (stereo unspecified)	-2	135	-113%	2	135	0	100	101	0%
N=c1n(CCN2CCOCC2)c2ccccc2n1CC(=O)c1ccc(Cl)c(Cl)c1	1	122	-45%	-1	122	-3	1	4	0%
Cc1sc2ncnc(N3CCCCC3C)c2c1C (stereo unspecified)	·	·	-46%	·	·	2	78	76	-17%
Cc1cc(C)nc(NS(=O)(=O)c2ccc(NC(=O)CCC3COc4ccccc4O3)cc2)n1 (stereo unspecified)	0	86	-36%	0	86	11	99	88	-12%
COc1ccc(C(=O)O)cc1S(=O)(=O)N(C)CCc1cccnc1	-7	182	6%	7	182	5	86	81	-7%
CCn1c(-c2cc3c(C(F)(F)F)nn(C)c3s2)n[nH]c1=S	-4	135	11%	4	135	·	·	·	-9%
COc1ccc(CNc2nc(-c3ccccc3)nn2C(=O)c2cccs2)cc1	-6	66	5%	6	66	15	96	81	8%
COc1ccc(N2C(=O)CC(N3CCC(O)(c4cccc(C(F)(F)F)c4)CC3)C2=O)cc1 (stereo unspecified)	-9	126	-19%	9	126	·	·	·	0%

Part of the list above in order of SMILES length, smallest number first:
SMILES	NFkB transloc inh	NFkB transloc inh cell count 2 µM	PLAP inhibition	IL1B NFkB pot	IL1B NFkB pot cell count 2 µM	MRP reversal	MRP reversal cytotoxicity	MRP reversal with doxorubicin	Bcl-B displacement
O=S(=O)(c1ccccc1)c1cnc(-c2cccnc2)nc1-c1ccc(Cl)c(Cl)c1	-3	107	11%	3	107	·	·	·	3%
COc1ccc(N2C(=O)CC(N3CCC(O)(c4cccc(C(F)(F)F)c4)CC3)C2=O)cc1 (stereo unspecified)	-9	126	-19%	9	126	·	·	·	0%
Cc1nn(-c2ccccc2)c(Cl)c1C(=O)N1CCN(c2ncnc3c2cnn3-c2ccccc2)CC1	11	206	-8%	-11	206	9	34	25	-4%

Following part
SMILES	NFkB transloc inh	NFkB transloc inh cell count 2 µM	PLAP inhibition	IL1B NFkB pot	IL1B NFkB pot cell count 2 µM	MRP reversal	MRP reversal cytotoxicity	MRP reversal with doxorubicin	Bcl-B displacement
Cc1ccc(C2CC(=O)NC3=C2C(=O)CCC3)cc1Br (stereo unspecified)	3	106	8%	-3	106	8	90	82	0%
c1cc(CNC2=NCCCCC2)ccn1	-1	181	25%	1	181	-13	93	107	-8%
CCSc1nc2c(sc3ccccc32)c(=O)n1C(C)C	5	148	-10%	-5	148	-11	45	56	2%
CCOc1cccc(NC(=O)C2CC(=O)N(C)C(=Nc3ccccc3)S2)c1 (stereo unspecified)	5	124	-8%	-5	124	-16	21	37	1%
COC1(c2ccccc2)NC(=S)NN=C1c1ccccc1 (stereo unspecified)	-4	177	-2%	4	177	20	98	77	-12%
CCOC(=O)c1ccc(N2C(=O)CC(N3CCCC(C)C3)C2=O)cc1 (stereo unspecified)	-12	150	-52%	12	150	14	99	86	-15%
COc1cccc(S(=O)(=O)Nc2cccc(C(=O)N3CCOCC3)c2)c1	-25	115	·	25	115	11	103	91	·
CCCCCn1c(CN2CCN(C(=O)OCC)CC2)nc2c1c(=O)[nH]c(=O)n2C	1	128	-38%	-1	128	-12	73	85	-3%
Cn1c(=O)n(CCN2CCOCC2)c(=O)c2c1nc1n2CCN1c1ccc(Oc2ccccc2)cc1	·	·	-25%	·	·	18	62	43	7%
O=C1CCCC2=C1C1(CCCCC1)N=C(Nc1nc3ccccc3o1)N2	-7	161	·	7	161	15	79	64	·
CCOC(=O)c1[nH]c(C)c(C(=O)OCc2c(C)noc2C)c1C	-33	39	-3%	33	39	-16	65	81	-1%
Fc1ccccc1CNc1ccc(Cl)cc1	-1	129	19%	1	129	·	·	·	-5%
COC(=O)C1=C(C)N(CCc2ccccc2)C(=O)C1(NS(=O)(=O)c1ccc(NC(C)=O)cc1)C(F)(F)F (stereo unspecified)	2	145	-71%	-2	145	9	102	93	2%
O=C1C2C3C=CC(CC3)C2C(=O)N1/N=C/c1ccccc1O (stereo unspecified)	-19	121	-14%	19	121	·	·	·	4%
Cc1nnc(NC(=O)CSC2CCCCC2)s1	·	·	-9%	·	·	2	90	89	-2%
CCN(CC)S(=O)(=O)c1ccc(NC(=O)C(C)N(c2ccccc2)S(C)(=O)=O)cc1 (stereo unspecified)	-2	156	·	2	156	11	101	90	·
COc1ccc(/C=C2\OC(=S)N(C)C2=O)cc1	13	96	·	-13	96	13	90	77	·
O=C(CSc1nnc(Cn2nnc(-c3ccccc3)n2)n1-c1ccccc1)Nc1ccccc1	1	159	19%	-1	159	0	77	77	-5%
O=C(COc1ccccc1)Nc1ccccc1N1CCCCC1	-19	166	-10%	19	166	2	71	69	1%
CCOC(=O)N1CCN(C(=O)COc2ccc(S(=O)(=O)Nc3ccc(OCC)cc3)cc2)CC1	-10	156	-20%	10	156	-8	82	90	-5%
CCN(CC)CC(=O)NCc1cc(-c2ccc(OC)cc2)no1	6	168	9%	-6	168	·	·	·	-14%
CCOC(=O)CCc1c(C)nc2ncnn2c1C	4	110	-12%	-4	110	21	93	72	3%
COc1ccccc1N(CC(=O)NCc1ccccc1)C(=O)CCC(=O)Nc1cc(C)ccn1	-4	155	·	4	155	6	87	80	·
Cc1ccc(NC(=O)Cn2c(=O)oc3cc(S(=O)(=O)N4CCC(C)CC4)ccc32)cc1C	-18	196	-33%	18	196	-5	17	22	-10%
CC(=O)c1c(C)nc(-c2ccccc2)n1O	9	176	-8%	-9	176	11	92	82	-2%
O=C(CSc1nnc(CNC(=O)c2cccs2)o1)NC1CCCC1	5	138	·	-5	138	5	102	98	·
COc1cccc(Sc2ccccc2CN(C)C)c1	-2	131	-35%	2	131	·	·	·	-5%
CCOC(=O)N1CCC(NC(=O)CCCN2C(=O)CSc3ncccc32)CC1	·	·	-17%	·	·	10	88	78	-1%
COc1ccccc1N1CCN(C(=O)C(Cc2ccccc2)NC(=O)C2CCCCC2)CC1 (stereo unspecified)	-3	120	-68%	3	120	-7	65	72	1%
O=C(Nc1ccc(N2CCOCC2)c(Cl)c1)c1cccc(F)c1	2	95	-31%	-2	95	-6	65	71	5%

Single records (already shown).
Shown for O=C(CSc1nnc(Cn2nnc(-c3ccccc3)n2)n1-c1ccccc1)Nc1ccccc1 = NFkB transloc inh: 1; NFkB transloc inh cell count 2 µM: 159; PLAP inhibition: 19%; IL1B NFkB pot: -1; IL1B NFkB pot cell count 2 µM: 159; MRP reversal: 0; MRP reversal cytotoxicity: 77; MRP reversal with doxorubicin: 77; Bcl-B displacement: -5%
Shown for COc1ccccc1N(CC(=O)NCc1ccccc1)C(=O)CCC(=O)Nc1cc(C)ccn1 = NFkB transloc inh: -4; NFkB transloc inh cell count 2 µM: 155; PLAP inhibition: ·; IL1B NFkB pot: 4; IL1B NFkB pot cell count 2 µM: 155; MRP reversal: 6; MRP reversal cytotoxicity: 87; MRP reversal with doxorubicin: 80; Bcl-B displacement: ·

More structures
SMILES	NFkB transloc inh	NFkB transloc inh cell count 2 µM	PLAP inhibition	IL1B NFkB pot	IL1B NFkB pot cell count 2 µM	MRP reversal	MRP reversal cytotoxicity	MRP reversal with doxorubicin	Bcl-B displacement
Cc1cc2ncn(C3CC(=O)N(Cc4ccccc4)C3=O)c2cc1C (stereo unspecified)	-6	131	10%	6	131	10	90	80	-4%
CC(C)OC(=O)c1ccc(N2C(=O)C3CC=CCC3C2=O)cc1 (stereo unspecified)	-30	138	15%	30	138	6	93	87	-19%
CC1=CC(C)(C)N2C(=O)C3(C(C#N)=C(N)OC4=C3C(=O)CC(C)(C)C4)c3c(C)c(C)cc1c32 (stereo unspecified)	0	141	-57%	0	141	1	79	78	3%
O=C(CC1SC2=NCCN2C1=O)Nc1ccc(Cl)cc1 (stereo unspecified)	8	123	16%	-8	123	-1	87	88	-15%
COc1cc2cc(C)c3nnc(SCC(N)=O)n3c2cc1OC	·	·	-24%	·	·	16	86	70	9%
CCOC(=O)c1[nH]c2cc3c(cc2c1CCCN1C(=O)c2ccccc2C1=O)OCCO3	-8	43	-14%	8	43	5	59	54	4%
CCCSc1nc2c(cnn2-c2ccc(C)cc2)c(=O)[nH]1	3	55	-16%	-3	55	-6	13	19	1%
CCN1CCN(CCn2c(=S)[nH]c3ccccc3c2=O)CC1	-3	184	14%	3	184	9	90	81	-2%
Cc1cccc(NS(=O)(=O)Cc2ccccc2)n1	-14	113	·	14	113	-26	63	89	·
Cc1ccc(-c2noc(-c3cccs3)n2)cc1	·	·	-10%	·	·	-45	40	85	-6%
Cc1cnc(NC(=O)CSc2nnc(Cc3ccccc3)n2C)s1	-7	130	5%	7	130	-6	84	90	-8%
COc1cc(C(=O)OCC(=O)NC2CCCC2)cc(NC(=O)c2ccco2)c1OC	11	140	-78%	-11	140	9	85	76	-23%
CCOC(=O)C1(C(F)(F)F)N=C(N(C)C)OC(N(C)C)=N1	-18	140	-11%	18	140	-3	101	103	6%
Cc1cc(CC(=O)O)c(C)cc1CC(=O)O	5	103	-1%	-5	103	9	99	90	-7%
COc1ccc(C(=O)CC(c2ccccc2)C2CCCCC2=O)cc1 (stereo unspecified)	-4	183	10%	4	183	8	94	87	-6%
Cc1ccc(-c2nnc(CSc3nnc(C)s3)o2)cc1	1	96	8%	-1	96	14	98	84	-4%
COc1ccccc1NC(=O)c1ccccc1SC	-2	129	14%	2	129	-5	98	103	1%

Bioassay records (PubChem)
